Source: PubChem (several laboratories)
Bim-Mcl-1 = disrupts Bim peptide binding to human Mcl-1; Q07820; Bead-based flow cytometry, Bim peptide-Mcl-1 binding; inhibition, % at 10 µM; actives 0.1% (n = 190,000); AID 1009; in the data active = inhibition above about 40%;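 also: 0% = no compound tracer wells and 100% = peptide blocker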
Rab7 wt GTP bind = dog Rab7 wildtype GTP binding, inhibitors and activators. GST-Rab7 beads, fluorescent GTP binding, flow cytometry; actives lie on both sides; untreated = 100%, excess cold GTP = 0%. GTP binding activity (percent of control), % at 10 µM. actives 0.055% (n = 190,000). AID 758;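 active = fluorescent GTP binding to Rab7 beads changed by at least 20 points from the 100% baseline, either direction, mostly lower; inconclusive = compound itself probably fluorescent, or too few beads counted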;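 also: median green fluorescence of bound Bodipy-FL-GTP per Rab7 bead population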
Mcl1 Bid PPI = disrupts binding of human Mcl-1 to Bid peptide; TR-FRET Mcl-1/Bid-Dy647 peptide binding, 1536-well; Q07820; inhibition, % at 21.7 µM; AID 1021; actives 0.97% (n = 220,000);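 active = compounds that cut the binding signal by more than half at the single screening dose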;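 also: His-tagged Mcl-1 with europium anti-His antibody binding Bid BH3 peptide; 0% = Mcl-1 plus peptide wells and 100% = peptide-only wells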
Rac1 wt GTP bind = modulators of human Rac1 wildtype GTP binding; actives 0.27% (n = 190,000); GTP binding activity (% of control), % at 10 µM; GST-Rac1 beads, fluorescent GTP binding, flow cytometry; actives lie on both sides; 0 = cold GTP competed, 100 = untreated; P63000;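 active = GTP binding activity at least 20 points away from the 100% control level, either lower or higher; inconclusive = compound flagged as likely green fluorescent, judged across all proteins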
Cdc42 wt = human Cdc42 wildtype GTP binding change, either direction | P60953 | GST-Cdc42 beads, Bodipy-GTP binding, flow cytometry; actives lie on both sides | percent activity (GTP binding), % at 10 µM | actives 0.2% (n = 190,000) | AID 761;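 active = percent activity GTP binding at least 20 points away from the 100% baseline, either down as inhibitor or up as activator; inconclusive = compound flagged as likely green fluorescent from well-wide comparison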;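 also: median bead fluorescence of bound Bodipy-FL-GTP at 100 nM; 0% = excess unlabeled GTP control and 100% = no compound control; below 100% means less GTP binding so inhibitor and above means activator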
Target sequence (P60953 whole entry, looked up): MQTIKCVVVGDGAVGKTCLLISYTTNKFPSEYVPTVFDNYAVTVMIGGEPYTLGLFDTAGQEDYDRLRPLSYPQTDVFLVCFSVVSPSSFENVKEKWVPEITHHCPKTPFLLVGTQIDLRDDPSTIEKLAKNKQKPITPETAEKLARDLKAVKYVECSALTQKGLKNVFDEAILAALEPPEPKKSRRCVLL
RGS8-Gao reg = human RGS8-Galphao interaction regulation; multiplexed bead flow cytometry, RGS8-Galphao binding; actives lie on both sides; response (percent of control binding), % at 10 µM; actives 0.34% (n = 220,000); AID 1423; in the data active = response below about 60% or above about 140%; inactive = in between;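 also: Galphao activated as the GDP aluminium fluoride complex binding bead-coupled RGS8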
Target sequence (P09471 whole entry, looked up): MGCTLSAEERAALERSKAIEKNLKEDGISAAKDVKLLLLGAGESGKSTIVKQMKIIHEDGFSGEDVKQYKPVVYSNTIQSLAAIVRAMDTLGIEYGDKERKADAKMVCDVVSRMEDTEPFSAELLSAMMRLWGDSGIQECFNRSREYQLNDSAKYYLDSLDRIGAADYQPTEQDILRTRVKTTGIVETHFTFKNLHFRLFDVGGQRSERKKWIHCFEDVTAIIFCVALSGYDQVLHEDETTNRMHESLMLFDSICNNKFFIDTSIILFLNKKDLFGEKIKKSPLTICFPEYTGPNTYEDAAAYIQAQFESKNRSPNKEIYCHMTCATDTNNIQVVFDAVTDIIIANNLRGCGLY
Pf gamet viab = P. falciparum stage V gametocyte viability inhibition; inhibition, % at 10.9 µM; actives 0.065% (n = 150,000); P. falciparum stage V gametocytes, ATP luminescence, 24 h;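 active = inhibition above the mean plus 3 SD of compounds within the control limits, set per campaign, cut at about 38% in these data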;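 also: 0% = DMSO wells and 100% = medium only without gametocytes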
Rac1 mut GTP = human Rac1 activated mutant GTP binding change; P63000; GST-Rac1 activated beads, fluorescent GTP binding, flow cytometry; actives lie on both sides; 100% means binding = to untreated wells; AID 764; actives 0.11% (n = 190,000); percent activity (GTP binding), % at 10 µM;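 active = GTP binding at least 20 percentage points away from the 100% baseline, in either direction, so actives lie on both sides; inconclusive = Compound likely fluorescent itself, or too few beads counted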
Rab2 wt GTP = changes GTP binding to wildtype dog Rab2A, up or down; P61105; GST-Rab2 wt beads, Bodipy-GTP binding, flow cytometry; GTP binding activity, % at 10 µM; actives 0.19% (n = 190,000);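 active = GTP binding activity at least 20 points away from 100%, either lowered or raised; inconclusive = signal likely due to the compound's own green fluorescence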;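 also: 0% = beads with excess unlabeled GTP and 100% = no-compound control corrected for plate trend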
HRas wt GTP bind = changes GTP binding to wildtype human HRas; GST-Ras wt beads, Bodipy-FL-GTP binding, flow cytometry; actives lie on both sides; P01112; GTP binding activity, % at 10 µM; AID 759; actives 0.14% (n = 190,000);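 active = GTP binding activity at least 20% away from the 100% baseline, either lowered as inhibitor or raised as activator; inconclusive = flagged as likely green fluorescent, judged across all proteins in the well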;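 also: 0% = unlabeled GTP competition control and 100% = no-compound control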
Target sequence (P01112 whole entry, looked up): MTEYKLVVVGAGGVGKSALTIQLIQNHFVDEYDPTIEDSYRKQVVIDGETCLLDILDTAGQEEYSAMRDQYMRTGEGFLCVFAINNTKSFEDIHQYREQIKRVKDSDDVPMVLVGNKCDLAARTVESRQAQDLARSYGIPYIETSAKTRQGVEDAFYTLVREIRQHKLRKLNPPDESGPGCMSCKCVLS
Mcl1-Noxa inh = disrupts binding of human Mcl-1 to Noxa peptide; TR-FRET Mcl-1/Noxa peptide binding, 2 h; inhibition, % at 21.7 µM; actives 1.5% (n = 220,000);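 active = compounds that cut the protein-peptide binding signal by more than 50% relative to plate controls in a single-dose test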;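 also: His-tagged Mcl-1 with rhodamine Noxa BH3 peptide and terbium anti-His antibody; 0% = Mcl-1 plus Noxa peptide wells and 100% = peptide-only wells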
Numbers without * were called inactive; ? = inconclusive; nt = no result given; [ ] = another dose, or the depositor's remark.

SMILES | Bim-Mcl-1 | Rab7 wt GTP bind | Mcl1 Bid PPI | Rac1 wt GTP bind | Cdc42 wt | RGS8-Gao reg | Pf gamet viab | Rac1 mut GTP | Rab2 wt GTP | HRas wt GTP bind | Mcl1-Noxa inh
COc1ccccc1-n1c(SCC(N)=O)nnc1-c1ccc(S(=O)(=O)N2CCCCC2)cc1 | 0 | 94 | 18 | 95 | 96 | 100 | -13 | 94 | 95 | 96 | 14
CCOC(=O)Cc1cc(=O)[nH]c(/N=C(/NC(=O)c2ccccc2)Nc2ccccc2C(F)(F)F)n1 | -1 | 93 | -13 | 93 | 95 | 98 | nt | 93 | 96 | 97 | 11
CCn1cc(C(=O)NCCCN2CC(C)CC(C)C2)c(=O)c2cc(S(=O)(=O)N(C)C)ccc21 (stereo unspecified) | -7 | 97 | 14 | 96 | 93 | 99 | nt | 92 | 99 | 96 | -1
Cc1oc(C)c2c(=O)ccc3c(c12)OC(N)=C(C#N)C3c1ccccc1Cl (stereo unspecified) | nt | 99 | 2 | 99 | 95 | 102 | -17 | 98 | 97 | 98 | 14
C=CCn1c2ccccc2c2nnc(SCN3C(=O)c4ccccc4C3=O)nc21 | -5 | 98 | -17 | 100 | 101 | 96 | -18 | 98 | 100 | 100 | 12
CNS(=O)(=O)c1cccc(C(=O)OCC(=O)N(Cc2ccccc2)C(C)(C)C)c1 | 0 | 95 | -13 | 101 | 98 | 98 | 25 | 97 | 97 | 100 | 11
O=c1c2c3c(sc2nc2sc(CN4CCCCC4)cn12)CCCC3 | 5 | 99 | -18 | 99 | 101 | 101 | nt | 99 | 100 | 102 | 2
CN(C)CCCN1C(=O)C(=O)/C(=C(/O)c2ccncc2)C1c1cccnc1 (stereo unspecified) | 1 | 96 | -47 | 100 | 100 | 89 | nt | 99 | 97 | 101 | 18
CNc1nc(N(C)C)nc(N(C)C)n1 | 2 | 103 | 0 | 108 | 103 | 101 | nt | 102 | 102 | 104 | 3
COc1cc(NC(=S)NCCc2ccccc2)c(OC)cc1NC(=O)CC(C)C | -2 | 94 | -8 | 100 | 92 | 100 | 8 | 93 | 97 | 95 | 18
O=C(c1cc(-c2ccco2)on1)N1CCc2ccccc2C1 | -3 | 99 | 15 | 103 | 99 | 99 | nt | 97 | 100 | 97 | 69*
Cc1nnc(SCC(=O)N2CCCC2)n(N)c1=O | 2 | 108 | -13 | 99 | 96 | 102 | -10 | 96 | 103 | 101 | 2
CCOC(=O)c1sc(-c2cccs2)nc1C | -1 | 97 | -11 | 94 | 94 | 104 | 4 | 92 | 93 | 92 | -11
NC(=O)c1cc2cc(Cl)ccc2oc1=O | 0 | 99 | 31 | 91 | 93 | 106 | nt | 91 | 93 | 94 | 28
CCc1ccc(CN2CCN(S(=O)(=O)Cc3ccccc3)CC2)cc1 | 0 | 98 | 34 | 94 | 97 | 101 | 19 | 94 | 94 | 96 | 9
Cc1ccc2cccnc2c1N | 0 | 109 | -29 | 103 | 101 | 103 | -12 | 96 | 104 | 101 | 17
O=C(O)c1ncn(Cc2ccccc2)c1C(=O)O | -1 | 97 | -40 | 100 | 99 | 101 | 3 | 97 | 96 | 99 | -19
O=c1c2c(nc3n1CCCCC3)sc1c(O)cccc12 | 0 | 106 | -72 | 99 | 102 | 101 | 7 | 95 | 102 | 104 | 44
CCOc1ccc(NC(=O)CCN2CCN(c3ccccc3OC)CC2)cc1 | -6 | 100 | -21 | 103 | 98 | 103 | 7 | 99 | 100 | 99 | -3
CCCCCSc1nnc(-c2ccccc2N)c(=O)[nH]1 | -5 | 93 | 1 | 100 | 99 | 102 | -3 | 99 | 94 | 97 | 20
N#Cc1cc(Oc2ccc3ccccc3c2)c(-n2nnc3ccccc32)cc1C#N | -2 | 100 | 3 | 99 | 99 | 99 | 5 | 98 | 99 | 99 | -8
O=[N+]([O-])c1ccc(N/N=C/c2cccc(O)c2O)c(S(=O)(=O)N2CCOCC2)c1 | 0 | 104 | 4 | 98 | 95 | 99 | -59 | 94 | 95 | 98 | 27
O=c1c(-c2ccc(Br)cc2)[n+]([O-])c2ccccc2n1OCc1ccccn1 | -3 | 95 | -12 | 99 | 97 | 109 | -11 | 95 | 96 | 95 | 14
Cn1c(-c2ccc(F)cc2)cnc1SCC(=O)NNC(=O)Cc1ccccc1 | -3 | 105 | -20 | 101 | 96 | 106 | 0 | 95 | 100 | 99 | 0
COc1ccc(/C=N/NC(=S)Nc2cc(S(=O)(=O)N3CCOCC3)ccc2N2CCOCC2)cc1O | -13 | 119 | -79 | 136*[activator] | 116 | 104 | nt | 114 | 116 | 117 | 20
O=C(C1CCCN(S(=O)(=O)c2ccc(F)cc2)C1)N(Cc1cccs1)C1CC1 (stereo unspecified) | 0 | 100 | 5 | 98 | 103 | 98 | 11 | 97 | 100 | 101 | 10
O=C(O)c1cc(S(=O)(=O)N2CCCCC2)ccc1F | -1 | 97 | 1 | 102 | 101 | 103 | 31 | 99 | 100 | 100 | -5
Nc1nc(SCC(=O)Nc2ccc([N+](=O)[O-])cc2Br)n[nH]1 | 10 | 100 | 4 | 100 | 97 | 93 | -2 | 97 | 97 | 97 | 5
OCCNCc1ccc(OC2CCCC2)cc1 | -2 | 106 | -16 | 112 | 108 | 103 | nt | 104 | 104 | 104 | 5
Cc1cccc(NC(=O)C2CC(=O)n3cnnc3S2)c1 (stereo unspecified) | 0 | 104 | -18 | 104 | 101 | 101 | -4 | 97 | 101 | 101 | 43

Of the compounds above, these have bromine.
SMILES | Bim-Mcl-1 | Rab7 wt GTP bind | Mcl1 Bid PPI | Rac1 wt GTP bind | Cdc42 wt | RGS8-Gao reg | Pf gamet viab | Rac1 mut GTP | Rab2 wt GTP | HRas wt GTP bind | Mcl1-Noxa inh
O=c1c(-c2ccc(Br)cc2)[n+]([O-])c2ccccc2n1OCc1ccccn1 | -3 | 95 | -12 | 99 | 97 | 109 | -11 | 95 | 96 | 95 | 14
Nc1nc(SCC(=O)Nc2ccc([N+](=O)[O-])cc2Br)n[nH]1 | 10 | 100 | 4 | 100 | 97 | 93 | -2 | 97 | 97 | 97 | 5

Following part:
SMILES | Bim-Mcl-1 | Rab7 wt GTP bind | Mcl1 Bid PPI | Rac1 wt GTP bind | Cdc42 wt | RGS8-Gao reg | Pf gamet viab | Rac1 mut GTP | Rab2 wt GTP | HRas wt GTP bind | Mcl1-Noxa inh
O=C(c1cnn(C(=O)c2ccc(O)cc2)c1)c1ccccc1O | -2 | 100 | -32 | 96 | 91 | 99 | 0 | 93 | 95 | 95 | 13
Cc1ccc(NC2=C(NCCO)C(=O)c3ccccc3C2=O)cc1 | -4 | 101 | -4 | 107 | 102 | 100 | 7 | 98 | 100 | 100 | 18
C=CCn1c(SCCOc2ccc(OC)cc2)nnc1C(C)NC(=O)c1ccc(OC)cc1 (stereo unspecified) | -2 | 99 | -44 | 101 | 100 | 105 | nt | 100 | 99 | 98 | 8
COc1ccc(CCNC(=O)N2CCOCC2)cc1 | 1 | 101 | -1 | 104 | 100 | 101 | nt | 99 | 99 | 99 | 8
Cc1ccc(C)c(CSC2=NCCN2C(=O)Cc2ccc([N+](=O)[O-])cc2)c1 | -4 | 97 | -7 | 103 | 102 | 97 | nt | 100 | 101 | 100 | -13
CCOC(=O)C1=C(CC)Nc2ccccc2N=C1NC(=O)c1cccc(S(=O)(=O)N2CCCC2)c1 | -4 | 94 | 0 | 99 | 99 | 106 | -9 | 97 | 97 | 99 | 6
CCCc1nc(SCC(=O)Nc2ccc(S(=O)(=O)N(C)C)cc2)c2ccccc2n1 | -4 | 103 | -15 | 98 | 97 | 94 | nt | 100 | 98 | 97 | -130
CCCCn1c(SCC(=O)N2CCN(c3ccccc3)CC2)nc2ccsc2c1=O | -5 | 98 | -24 | 101 | 100 | 99 | nt | 94 | 99 | 98 | 16
CC(NC(=O)CSC1=NCCS1)c1ccccc1 (stereo unspecified) | -2 | 99 | -12 | 102 | 105 | 100 | 4 | 100 | 99 | 101 | 6
Cc1ccc(S(=O)(=O)c2nc(NCCN(C)C)sc2Cl)cc1 | 1 | 103 | -23 | 100 | 102 | 103 | 22 | 97 | 103 | 104 | -11

Single records, from the list above.
`CNS(=O)(=O)c1cccc(C(=O)OCC(=O)N(Cc2ccccc2)C(C)(C)C)c1` reads Bim-Mcl-1: 0; Rab7 wt GTP bind: 95; Mcl1 Bid PPI: -13; Rac1 wt GTP bind: 101; Cdc42 wt: 98; RGS8-Gao reg: 98; Pf gamet viab: 25; Rac1 mut GTP: 97; Rab2 wt GTP: 97; HRas wt GTP bind: 100; Mcl1-Noxa inh: 11
`O=c1c(-c2ccc(Br)cc2)[n+]([O-])c2ccccc2n1OCc1ccccn1` reads Bim-Mcl-1: -3; Rab7 wt GTP bind: 95; Mcl1 Bid PPI: -12; Rac1 wt GTP bind: 99; Cdc42 wt: 97; RGS8-Gao reg: 109; Pf gamet viab: -11; Rac1 mut GTP: 95; Rab2 wt GTP: 96; HRas wt GTP bind: 95; Mcl1-Noxa inh: 14

Continued.
SMILES | Bim-Mcl-1 | Rab7 wt GTP bind | Mcl1 Bid PPI | Rac1 wt GTP bind | Cdc42 wt | RGS8-Gao reg | Pf gamet viab | Rac1 mut GTP | Rab2 wt GTP | HRas wt GTP bind | Mcl1-Noxa inh
CC(=O)c1cccc(NC(=O)NCc2cccs2)c1 | -1 | ? | -7 | ? | ? | 101 | -23 | ? | ? | ? | -3
CCCCN(CC)C(=O)Cc1ccccc1OC | 0 | 96 | -5 | 105 | 109 | 103 | 3 | 101 | 105 | 106 | 9
CCc1ccc(OC)c(-c2csc(N)n2)c1 | -3 | 101 | -23 | 99 | 98 | 101 | nt | 99 | 99 | 97 | 13
Cc1ccc(-c2[nH]ncc2/C=N/n2c(COc3ccccc3)nc3ccccc3c2=O)cc1 | -1 | 100 | 10 | 99 | 98 | 104 | 23 | 96 | 99 | 98 | -15
CCOCc1nnc(NC(=O)c2cc(Cl)ccc2OC)s1 | -6 | 94 | 7 | 97 | 100 | 96 | -20 | 96 | 98 | 98 | -7
COc1ccc(Cl)cc1-c1nc(SCC(=O)NC(C)C)n[nH]1 | 0 | 95 | 1 | 98 | 96 | 104 | -22 | 95 | 97 | 93 | 2
CCOc1ccc(-n2c(SCc3cc(=O)oc4cc(C)c(C(C)C)cc34)nnc2-c2cccnc2)cc1 | -2 | 98 | 3 | 102 | 94 | 100 | nt | 99 | 96 | 99 | 9
